# OX1R antag-1: antagonists of human orexin 1 receptor (OX1R). OX1R-expressing cells, FRET antagonist read-out. 330,000 tested, 1.8% active. O43613. AID 485270. inhibition, % at 6.6 µM; in the data active = inhibition mostly above about 38%, no sharp cut-off; inactive = mostly below about 40%;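 note: 0% = agonist challenge alone and 100% = reference antagonist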
# Target sequence (O43613 whole entry, looked up): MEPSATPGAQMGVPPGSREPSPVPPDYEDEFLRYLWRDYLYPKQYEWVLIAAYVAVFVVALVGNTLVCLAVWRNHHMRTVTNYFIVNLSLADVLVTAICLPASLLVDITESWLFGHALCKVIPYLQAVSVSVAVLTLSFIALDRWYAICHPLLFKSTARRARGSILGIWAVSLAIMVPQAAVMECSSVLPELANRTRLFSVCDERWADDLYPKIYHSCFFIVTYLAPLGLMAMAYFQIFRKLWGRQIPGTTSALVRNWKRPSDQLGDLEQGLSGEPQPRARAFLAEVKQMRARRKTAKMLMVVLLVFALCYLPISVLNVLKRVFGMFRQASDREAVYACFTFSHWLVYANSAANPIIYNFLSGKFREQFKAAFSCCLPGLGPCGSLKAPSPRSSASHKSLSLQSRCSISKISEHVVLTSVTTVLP
# OX1R antag-2: antagonists of human orexin 1 receptor | AID 434989 | CHO/OX1R cells, Fluo-8 calcium fluorescence, orexin A | 330,000 tested, 0.43% active | inhibition, % at 5 µM;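 active = inhibition above its plate's threshold, mean inhibition of all tested compounds on the plate plus 3 SD, cut at about 37% in these data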;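 note: 0% = orexin A challenge wells and 100% = SB-334867-A antagonist wells; not every result past the cut was called active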
# * hit, by the source's call.
SMILES,OX1R antag-1,OX1R antag-2
Cc1ncc([N+](=O)[O-])n1Cc1ccc(Cl)cc1,8,-13
Fc1c(F)c(F)c(SCn2cc(Br)cn2)c(F)c1F,3,-9
CC(=O)Nc1ccc(S(=O)(=O)Nc2nc3ccccc3nc2Nc2cccc(O)c2)cc1,-2,-4
CC(=O)c1ccc(NC(=O)CSc2nccn2C)cc1,5,1
CSc1nc2ccc(NS(=O)(=O)c3ccc(Br)s3)cc2s1,22,-5
COc1ccc(NC(=O)N2CCCC(C(=O)NCCc3ccccc3)C2)cc1 (configuration not stated),0,-23
CCOC(=O)CNC(=O)c1ccc2[nH]c3ccccc3c2c1,17,-5
Cc1ccc(C)c(NC(=O)CN(C)C(=O)COc2cccc3c2OC(C)(C)C3)c1,13,-16
O=C(COc1ccccc1[N+](=O)[O-])N1CCCc2ccccc21,13,-27
Cc1ccc(Sc2ccc(NC(=O)CCl)cc2)cc1C,14,1
O=C(CCCC(=O)c1ccccc1)NCc1ccccc1,14,9
CC(=O)Nc1cccc(-c2nc3ccccc3s2)c1C,22,-11
CCC(=O)NC(c1cccs1)c1ccc2cccnc2c1O (configuration not stated),5,-22
COc1ccc(-n2nnnc2SCC(=O)Nc2ccccc2N2CCOCC2)cc1OC,11,-20
COc1ccc(N2C(=O)CC(SCC(=O)O)C2=O)cc1 (configuration not stated),7,6
CC(=O)Nc1cc(C(=O)N2CCc3ccccc3C2)ccc1Sc1ccc(C)cc1,19,-32
COc1c(-c2ccc(O)c(O)c2)oc2cc(O)cc(O)c2c1=O,10,12
CC(/C=N/NC(=O)c1cccc([N+](=O)[O-])c1)=C\c1ccccc1,8,-8
CCN1CCN(Cc2c(C)[nH]c3ccc(OC)cc3c2=O)CC1,11,-22
CCOC(=O)N1CCC2(CC1)C(C#N)=C(N)OC1=C2C(=O)CCC1,3,2
O=C(/C=C/c1ccccc1)N/C(=C/c1ccccc1)C(=O)Nc1cccc(C(=O)O)c1,33,-25
O=C(c1ccc(Cl)cc1)C1CCCN(Cc2ccc(Oc3ncccn3)cc2)C1 (configuration not stated),11,-38
O=C(ONC1=NCCCCC1)c1ccc(Cl)cc1,14,-13
Cc1cccc(C(=O)Nc2cc(OCc3cccc(F)c3)c(Cl)cc2Cl)c1,7,-26
NS(=O)(=O)c1cccc(NC(=O)c2cccs2)c1,1,-17
# (next part)
SMILES,OX1R antag-1,OX1R antag-2
CCCSc1nc(C)cc(C)c1S(=O)(=O)c1ccccc1C,34,54*
O=C(O)C1C2C=CC(C2)C1C(=O)NC1CCN(Cc2ccccc2)CC1 (configuration not stated),11,-8
CC1=C(C(N)=O)C(c2cccnc2)n2nc(-c3cccc(Cl)c3)nc2N1 (configuration not stated),3,-12
O=C(O)c1c(-n2cccc2)sc2c1CCCC2,3,-13
CCOc1ccc(NC(=O)CCCn2c(=S)[nH]c3ccsc3c2=O)cc1,32,-22
Cc1cc(NC(=O)C2C3C=CC(C3)C2C(=O)O)no1 (configuration not stated),5,-7
COc1ccc2cc(C(=O)CS(=O)(=O)c3ccccc3)c(=O)oc2c1,16,-32
O=C(CN1C(=O)C2C3C=CC(C3)C2C1=O)NCC1COc2ccccc2O1 (configuration not stated),18,-15
Cc1ccc(C(=O)Nc2ccccc2C(=O)NCc2cccnc2)cc1,12,1
CC1S/C(=N/N=C2CCC(C(C)(C)C)CC2)NC1=O (configuration not stated),13,-19
Cc1[nH]c2ccccc2c1C(=O)/C=C\c1ccccc1Cl,14,-24
O=C(OCC(=O)c1ccc[nH]1)c1ccc(Cl)nc1,5,-5
O=C(CN1CCC(NC(=O)C2CC2)CC1)Nc1cccc(F)c1,13,-26
CC(=O)Nc1ccc(OCCOc2ccc(/C=C3\C(=N)N4N=C(C(C)C)SC4=NC3=O)cc2)cc1,14,-4
CC12CC(NC(=O)N1c1cccc(C(=O)N3CCN(c4ccccn4)CC3)c1)c1ccccc1O2 (configuration not stated),14,-16
CC(C)N1CCc2c(sc(NC(=O)CCc3ccccc3)c2C(N)=O)C1,6,-1
Fc1ccc(C2=Nn3c(Cc4ccccc4)nnc3SC2)cc1,21,-16
COc1ccc(OCC(=O)Nc2c3c(nn2C(C)(C)C)CS(=O)(=O)C3)cc1,14,4
N#Cc1ccccc1Cn1cc(C#N)c2ccccc21,16,-9
S=C1NCN(Cc2ccccc2)CN1,-2,-2
CCCc1nc2sc(C(=O)OCC)c(N)c2c2c1COC(C)(C)C2,9,-11
O=C(O)C(=O)/C(=C\c1ccsc1)c1ccc2ccccc2n1,12,-28
CC(=O)NC(Cc1ccc(F)cc1)C(=O)O (configuration not stated),18,-26
Cc1cc(C)cc(N(CC(=O)NCCSCc2ccco2)S(C)(=O)=O)c1,5,-39
COc1ccc(S(=O)(=O)N2CCN(CC(=O)NC3CCCC3)CC2)cc1,14,-15

# Four entries already listed, ordered by the value under OX1R antag-1, smallest number first:
SMILES,OX1R antag-1,OX1R antag-2
S=C1NCN(Cc2ccccc2)CN1,-2,-2
CC1S/C(=N/N=C2CCC(C(C)(C)C)CC2)NC1=O (configuration not stated),13,-19
COc1ccc(S(=O)(=O)N2CCN(CC(=O)NC3CCCC3)CC2)cc1,14,-15
CCOc1ccc(NC(=O)CCCn2c(=S)[nH]c3ccsc3c2=O)cc1,32,-22

# The list continues.
SMILES,OX1R antag-1,OX1R antag-2
O=C(O)c1cc([N+](=O)[O-])c(Nc2cccc3ccccc23)c([N+](=O)[O-])c1,14,6
O=C(CN1CCN(C(=O)c2ccco2)CC1)Nc1ccc(Cl)c(C(F)(F)F)c1,28,5
CCOc1ccc(NC(=O)COC(=O)C2C3CC4OC(=O)C2C4C3)cc1 (configuration not stated),-3,-9
Cc1ccc(NC(=O)c2cc(NC(=O)c3ccco3)ccc2N2CCOCC2)cc1Cl,48,-22
C/C(=N/NC(=O)C(C)n1nc(C)c([N+](=O)[O-])c1C)c1ccc(OCC(N)=O)cc1 (configuration not stated),18,-38
O=C(CC1S/C(=N/N=C/c2c[nH]c3ccc(OCc4ccccc4)cc23)NC1=O)Nc1ccccc1 (configuration not stated),-2,-10
Cc1nc(S(=O)(=O)Nc2ccccc2C(=O)NCC2CC2)cn1C,4,19
Nc1ncnc2c1ncn2C1OC(CO)C(O)C1O (configuration not stated),-1,3
Cc1c(C)c2c(OCC(=O)N[C@@H](Cc3ccccc3)C(=O)O)cc3c(c2oc1=O)CCC(C)(C)O3,8,9
CN1CCN(C(=O)/C(=C/c2cn(S(=O)(=O)N(C)C)c3ccccc23)NC(=O)c2ccccc2F)CC1,5,-50
O=C(O)c1cc(N/N=C/c2ccc(N3CCOCC3)cc2)ccc1Cl,17,9
O=C(CSc1nnc(-c2ccco2)n1Cc1ccccc1)NC(=O)NCc1ccco1,5,-24
Cc1cc(C)n(Cc2cccc(F)c2)c(=O)c1C#N,13,-30
CC1CCC2(CC1)NC(=O)N(CC(=O)Nc1ccc3c(c1)OCCO3)C2=O (configuration not stated),12,-10
CCN(CC)CCCNC(=S)Nc1ccc(Br)cc1,-15,-11
CC1(c2ccccc2Cl)NC(=O)N(CC(=O)NC(=O)NCc2ccco2)C1=O (configuration not stated),21,-29
O=C(NC1CC1)C1=C[C@H](c2ccccc2)C[C@H](OCc2ccc(CO)cc2)O1,24,-24
FC(F)(F)c1cnc2c(-c3ccc(Cl)cc3Cl)noc2c1,26,-28
COc1ccc(OC)c(-c2nc(CN3CCN(C(=O)c4ccco4)CC3)c(C)o2)c1,12,-27
Cc1cccc(NS(=O)(=O)c2ccc(C)c(C(=O)NCC(c3ccccc3)N(C)C)c2)c1 (configuration not stated),10,-12
COc1ccc(C(=O)Nc2cc3c4c(c2)C(C)C(=O)N4CCC3)cc1 (configuration not stated),20,-13
C#CCOCCOCCOCCNc1nc(N2CCN(C(=O)Cn3cc(CCCN=C(N)N)nn3)CC2)nc(N2CCN(C(=O)[C@H](CCCCN)n3cc(CC(C)O)nn3)CC2)n1 (some centres not stated),26,7
CCN(CC)c1ccc(NC(=O)c2cccc(C)c2)cc1S(=O)(=O)Nc1ccccc1OC,14,-2
O=c1[nH]c2ccccc2n2c(-c3ccccc3)nnc12,55,-5
COc1cc(C2NC(=S)NC(c3ccccc3)=C2C(C)=O)cc(Cl)c1OCC(=O)O (configuration not stated),2,2

# Single values from above:
# CCN(CC)CCCNC(=S)Nc1ccc(Br)cc1 – OX1R antag-1 = -15
# COc1cc(C2NC(=S)NC(c3ccccc3)=C2C(C)=O)cc(Cl)c1OCC(=O)O (configuration not stated) – OX1R antag-1 = 2
# COc1ccc(OC)c(-c2nc(CN3CCN(C(=O)c4ccco4)CC3)c(C)o2)c1 – OX1R antag-2 = -27

# (further entries)
SMILES,OX1R antag-1,OX1R antag-2
COc1cccc(CNC(=O)CCS(=O)(=O)c2cccc3nsnc23)c1,36,-22
CCN(CC)S(=O)(=O)c1ccc(N2CCCC2)c(NC(=O)Cc2c(F)cccc2Cl)c1,14,-21
Cc1cc(S(=O)(=O)N2CCCOC2CNC(=O)C(=O)NCCc2ccco2)ccc1F (configuration not stated),61*,11
Cc1sc2ncn(C(C)C(=O)OC3CCCCC3)c(=O)c2c1C (configuration not stated),22,-16
Cc1ccc2nc(N3CCN(S(=O)(=O)c4ccc(C)c(Cl)c4)CC3)c(C#N)cc2c1,17,-24
COc1cc(NC(=O)c2cccs2)c(C(=O)OCC(=O)c2cc(C)n(-c3ccccc3)c2C)cc1OC,8,-28
Cc1n[nH]c(C)c1S(=O)(=O)N1CCCC(C(=O)Nc2ccc3c(c2)OCCO3)C1 (configuration not stated),24,-1
CCCN(CCC(=O)Nc1ccccc1F)CC1CC1,28,-20
Cc1cc(C(=O)CS(=O)(=O)c2ccccc2)cc(C)c1O,12,-24
COc1ccccc1OC(=O)c1ccc(SC)cc1OC,52,-20
CCN(CC)C(=O)c1sc(NC(=O)C(C)C)c(C#N)c1C,5,-10
CCN(CC)S(=O)(=O)c1ccc(OC)c(NC(=O)c2ccc(N3CCCC3=O)cc2)c1,1,-18
COc1ccc(C(=O)N2CCN(C(=O)Cc3ccccc3)CC2)cc1,1,6
CC(C)(C)OC(=O)N/N=C/c1cn(-c2ccccc2)nc1-c1cccnc1,28,-26
C=CCN(CC(=O)NC1CCS(=O)(=O)C1)S(=O)(=O)c1ccccc1C(F)(F)F (configuration not stated),3,-8
Cc1nnsc1C(=O)Nc1ccccc1,4,-8
COc1ccc(CNCC(O)COc2ccc(C(C)(C)c3ccccc3)cc2)cc1 (configuration not stated),-9,-9
O=C(/C=C/c1cccs1)N1CCC2(CC1)Oc1ccc(Cl)cc1C(=O)C21CC(c2ccccc2)=NO1 (configuration not stated),14,-15
COc1ccc(/C=N/Nc2nonc2N)c(OC)c1,16,-2
O=C(Nc1ccc(NC(=O)c2cc3ccccc3o2)cc1)c1ccc2c(c1)OCCO2,14,-20
Cc1nnc2sc(SCc3ccccc3Cl)nn2c1=O,11,-18
O=C(O)c1ccccc1NS(=O)(=O)c1cccc2nsnc12,25,-38
CC1=CC(C)C2(COC(=O)Nc3ccccc3)COC(C)C1C2C (configuration not stated),33,3
NCCc1nnc(SCC(=O)c2ccc(Cl)cc2)o1,5,-21
O=C(COC(=O)c1ccco1)Nc1ccc2c(c1)OCO2,15,-11

# Whole records as entered above. Screens in order: OX1R antag-1	OX1R antag-2
# Shown for `COc1ccccc1OC(=O)c1ccc(SC)cc1OC` : 52	-20
# Shown for `CCCN(CCC(=O)Nc1ccccc1F)CC1CC1` : 28	-20
# Shown for `Cc1ccc2nc(N3CCN(S(=O)(=O)c4ccc(C)c(Cl)c4)CC3)c(C#N)cc2c1` : 17	-24
# Shown for `CC(C)(C)OC(=O)N/N=C/c1cn(-c2ccccc2)nc1-c1cccnc1` : 28	-26
# Shown for `O=C(/C=C/c1cccs1)N1CCC2(CC1)Oc1ccc(Cl)cc1C(=O)C21CC(c2ccccc2)=NO1` (configuration not stated) : 14	-15

# The list goes on:
SMILES,OX1R antag-1,OX1R antag-2
CC12CCC(=O)N1C(C(=O)OCC(=O)Nc1cc(S(=O)(=O)N3CCCCC3)ccc1Cl)CS2 (configuration not stated),3,-24
C/C(=N\Nc1ccc([N+](=O)[O-])cc1)c1cccc(N)c1,17,-17
O=C(c1ccc(NS(=O)(=O)/C=C/c2ccccc2)cc1)N1CCCCC1,16,-14
Cc1cccc(N2C(=O)CSC2c2cccnc2)c1 (configuration not stated),18,-6
COCCn1nnnc1C(c1ccccn1)N1CCN(c2cc(C)ccc2C)CC1 (configuration not stated),1,-10
CCOc1ccc(NC(=O)C2CC(C)=C(C)CC2C(=O)O)cc1 (configuration not stated),8,-10
Cc1occc1C(=O)NNC(=O)C(c1ccccc1)c1ccccc1,7,-11
COc1ccc(-n2c(-c3ccc(Cl)cc3)c[n+]3c2CCCCC3)cc1,1,-16
O=C(Nc1ccccc1)ON=C1c2ccccc2-c2ccccc21,17,-5
O=C(CCc1c[nH]c2ccccc12)Nc1ccc(S(=O)(=O)Nc2ncccn2)cc1,27,6
Cc1cc(C)nc(SCC(=O)N2CCc3ccccc32)n1,16,-13
OCCN(CCO)Cc1ccc(Br)cc1,5,-12
Cn1c(CN2CCOCC2)nnc1SCC(=O)Nc1nccs1,13,-6
Cc1[nH]c2ccccc2c1/C=C(\C#N)C(=O)NC1CC1,25,-14
COc1ccc(CCC(=O)NNC(=O)c2ccc(OC)cc2)cc1,14,-7
COC(=O)c1cc(C)sc1NC(=O)C1CC(=O)NN1Cc1ccccc1 (configuration not stated),8,-27
Cc1c(C(Nc2ccccn2)c2ccccc2)c(=O)n(-c2ccccc2)n1C (configuration not stated),7,-18
Cc1ccc(/C=C2/C(=O)N(c3ccccc3)C(=S)N2C)o1,23,9
COC(=O)c1sccc1NC(=O)Nc1ccc(OC)c(OC)c1,19,-24
O=C(Nc1ncc(S(=O)(=O)c2ccc([N+](=O)[O-])cc2)s1)c1cccc2ccccc12,-4,35
COCCCNC(=O)c1ccc2c(c1)CCN2S(C)(=O)=O,10,10

# Screening data as filed in PubChem BioAssay.
